RmlCD inh mix – RmlC/RmlD inhibition, mixture screen | RmlC/RmlD coupled enzyme inhibition, 384-well mixture HTS | inhibition, % at 5.5 µM | 110,000 compounds, 0.39% hits | AID 1532; in the data active means inhibition above about 30%, passing the limit was not always enough; further: strong numbers were not always called active
RT RNaseH block – inhibitors of HIV-1 reverse transcriptase RNase H; P04585; RT-RNase H RNA/DNA duplex cleavage, fluorescence; inhibition, % at 10 µM; 65,000 compounds, 1.9% hits; in the data active means inhibition above about 50%
Active calls of the source: *; . = no result given. The list is partial; rates above refer to the full screens.

SMILES | RmlCD inh mix | RT RNaseH block
CCN(CC)S(=O)(=O)c1cccc(C(=O)NCCCN2CCOCC2)c1 | -14 | -13
Cc1[nH]c2ccccc2c1CC(=O)O | 8 | -52
COc1ccccc1N1CCN(CCCC(=O)c2ccc(F)cc2)CC1 | 7 | -3
Cc1ccc2cc(C(c3nnnn3C3CCCC3)N3CCOCC3)c(=O)[nH]c2c1C (centres undefined) | -7 | 13
COc1cccc2c1OC1(C)CC2NC(=O)N1 (centres undefined) | -13 | .
CCOC(=O)Cc1csc(NC(=O)COc2ccccc2OCC)n1 | -33 | .
COc1cccc(Cn2cnc3c(NS(=O)(=O)c4cc(Cl)ccc4Cl)c(C)c(C)cc32)c1 | -11 | .
Cc1ccc(NC(=O)CS(=O)Cc2nc(-c3ccc(C)cc3)oc2C)cc1 (centres undefined) | 3 | .
Nc1ccc(-n2nnnc2-c2ccco2)cc1 | . | -3
C=CCNC(=O)c1ccccc1NS(=O)(=O)c1ccc(SC)cc1 | -8 | 8
Cc1cc(NC(=O)COC(=O)CSCc2ccc(Cl)c(Cl)c2)no1 | 7 | -56
CC(c1ccc(Br)cc1)N1CC23C=CC(O2)C(C(=O)O)C3C1=O (centres undefined) | 9 | -14
CC(C)COCC(CN(Cc1ccccc1)c1ccccc1)N1CCCC1 (centres undefined) | -13 | .
Nc1c(-c2ccc(Cl)cc2)cnc2ncnn12 | -9 | .
CN1CCN(S(=O)(=O)c2ccc(N(C)Cc3cccs3)nc2)CC1 | -8 | -5
CCCCCCCCC(=O)NC(NC(=S)N1CCOCC1)C(Cl)(Cl)Cl (centres undefined) | -12 | .
Cc1cc(F)ccc1NCc1cc2c(cc1[N+](=O)[O-])OCO2 | -6 | .
Cc1nc(N2CCOCC2)c(C#N)c2c1COC(C)(C)C2 | -1 | -9
Brc1cccc(-c2nnc(-c3ccccc3)o2)c1 | 2 | -27
CCOc1ccc(NCC(=O)Nc2ccc(Cl)cc2C)cc1 | -24 | .
CCn1c(C)nc2cc(S(=O)(=O)N3CCCCC3)ccc21 | 0 | -23
Cc1cc(C)c(NC(=O)CN(C2CCCCC2)C2CCCCC2)c(C)c1 | 5 | .
Cc1ccc(S(=O)(=O)N2CCCC2)cc1S(=O)(=O)N1CCCC1 | -4 | -2
CC(=O)NC1CC2CCCC(C1)N2CC(=O)N1CCCc2ccccc21 (centres undefined) | -11 | -4
CCOc1ccccc1NC(=O)Cn1c(=O)c2ccccc2n(CC)c1=O | 6 | .

Ordered by molar mass (smallest number first): some entries from above.
SMILES | RmlCD inh mix | RT RNaseH block
Nc1c(-c2ccc(Cl)cc2)cnc2ncnn12 | -9 | .
COc1ccccc1N1CCN(CCCC(=O)c2ccc(F)cc2)CC1 | 7 | -3
C=CCNC(=O)c1ccccc1NS(=O)(=O)c1ccc(SC)cc1 | -8 | 8
CC(C)COCC(CN(Cc1ccccc1)c1ccccc1)N1CCCC1 (centres undefined) | -13 | .
Cc1ccc(NC(=O)CS(=O)Cc2nc(-c3ccc(C)cc3)oc2C)cc1 (centres undefined) | 3 | .
Cc1ccc2cc(C(c3nnnn3C3CCCC3)N3CCOCC3)c(=O)[nH]c2c1C (centres undefined) | -7 | 13

Of the compounds above, 2 contain a COOH group:
SMILES | RmlCD inh mix | RT RNaseH block
Cc1[nH]c2ccccc2c1CC(=O)O | 8 | -52
CC(c1ccc(Br)cc1)N1CC23C=CC(O2)C(C(=O)O)C3C1=O (centres undefined) | 9 | -14

Later entries:
SMILES | RmlCD inh mix | RT RNaseH block
NC(=O)c1ccsc1NC(=O)c1ccco1 | 2 | 10
CN1CCN(NC(=O)c2ccc(Cl)c([N+](=O)[O-])c2)CC1 | 11 | .
COCCCNC(=O)c1ccc(CS(=O)(=O)Cc2cccc(C)c2)o1 | . | -18
N#CC1=C(N)NC(SCc2ccc(Cl)cc2)=C(C#N)C12CCCCC2 | . | 2
COc1ncnc(OC)c1NC(=O)c1ccc(F)cc1 | 6 | -2
Cn1c(=O)c2cc(S(=O)(=O)N3CCN(c4cccc(C(F)(F)F)c4)CC3)ccc2n(C)c1=O | . | -5
COc1ccccc1NC(=O)N(c1c(N)n(Cc2ccccc2)c(=O)[nH]c1=O)C1CCCC1 | 4 | 1
CCOC(=O)c1ccccc1NC(=O)c1ccccc1SC | -13 | -35
C=CCN1C(=O)C(Cc2ccc(OCC)cc2)S/C1=N\N=C\c1cccs1 (centres undefined) | -15 | .
CC1CCCN(c2nc3ccsc3c(=O)s2)C1 (centres undefined) | -16 | -47
CC1CCCN(C(=O)COC(=O)c2n[nH]c3ccccc23)C1 (centres undefined) | 8 | -5
O=C(c1ccoc1)N1CCC2(CC1)Oc1ccc(Cl)cc1C(=O)C21CC(c2ccc(Cl)cc2)=NO1 (centres undefined) | -9 | .
Cc1csc(NC(=O)c2nc3nccc(C)n3n2)n1 | 11 | 2
COc1cc(OC)cc(C(=O)Nc2ccc(S(=O)(=O)N(C)C)cc2)c1 | -10 | 0
Clc1cccc(CON/C=N/c2ncnc3sccc23)c1 | 9 | .
Cc1cc(C(F)F)n2ncc(C(=O)N3CCCCC3)c2n1 | -5 | .
O=C(Nc1ccn(Cc2c(F)c(F)c(F)c(F)c2F)n1)c1ccc(COc2ccccc2Cl)cc1 | -17 | .
CCC(C)NC(=O)C1CCN(C(=O)c2ccccc2)CC1 (centres undefined) | . | 2
Cc1ccc(S(=O)(=O)N2CCC(C(=O)NCc3cccnc3)CC2)cc1 | -10 | .
CC(C)NC(=O)NC(=O)COC(=O)c1ccc(NC(=O)CC#N)cc1 | -1 | .
O=C(CCSCc1ccccc1F)N1CCN(c2ccccn2)CC1 | . | 15
O=C(NCc1ccc2c(c1)OCO2)c1ccc(NS(=O)(=O)c2ccc3c(c2)OCCO3)cc1 | 8 | -11
COc1ccc(CC(=O)Nc2c3c(nn2C(C)(C)C)CS(=O)C3)cc1 (centres undefined) | 9 | 1
CCOC(=O)C[C@H]1c2cc(F)ccc2S(=O)(=O)N1c1cccc(OC)c1 | -9 | .
CC(C)(Oc1ccc(Cl)cc1)C(=O)OCC(=O)Nc1ncc(Cl)cc1Cl | -7 | .

The list goes on:
SMILES | RmlCD inh mix | RT RNaseH block
CC(=O)c1ccc(OCC(O)COc2ccc(C(C)=O)cc2)cc1 | 14 | -4
Cc1ccc2[nH]c(=O)c(CN(CC3CCCO3)S(=O)(=O)c3c(C)ccc4nsnc34)cc2c1 (centres undefined) | 35 | 0
COc1cc(C2CC(=O)c3cnc(N4CCN(Cc5ccccc5)CC4)nc3C2)cc(OC)c1OC (centres undefined) | 1 | 6
COc1ccc(-c2cn3c(C)c(C(=O)Nc4ccncc4)sc3n2)cc1 | -4 | 9
O=S(=O)(NCCOc1cccc2cccnc12)c1ccc(F)cc1 | 4 | -7
COC(=O)c1ccc(N=c2sc(C(=O)OC)cc(=O)n2C)cc1 | 7 | -2
CCn1c(=O)c(C(=O)Nn2c(C)nc3ccccc3c2=O)c(O)c2ccccc21 | 6 | -32
CCOC(=O)C1CCN(C(=S)Nc2cc(OC)c(OC)cc2C(=O)OC)CC1 | 6 | .
Cc1cc(-n2nc(C)cc2C)n2nc(C)c(-c3ccccc3)c2n1 | -13 | .
CCCc1noc2c1/C(=N\O)CCC2 | -23 | .
COc1ccc(-n2c(Cn3c(=O)sc4ccccc43)nnc2SCC(=O)N2CCOCC2)cc1 | -18 | -9
CN1CCN(c2nc(N3CCN(CCO)CC3)nc3ccccc23)CC1 | 17 | -22
CC1CCN(c2c([N+](=O)[O-])c(=O)n(-c3ccccc3)c3ccccc23)CC1 | 0 | .
Nc1n[nH]c2c1C1(CCCC1)Cc1ccccc1-2 | 3 | .
COc1ccc(OCCC(=O)NC2=NCCS2)cc1 | -14 | -3
N#C/C(=C/c1ccc(F)cc1)c1nc(CCN2C(=O)c3ccccc3C2=O)cs1 | 9 | .
Cc1ccc(-c2nnc(C)c(N3CC(C)OC(C)C3)n2)cc1 (centres undefined) | 3 | .
Clc1ccc(-c2csc(N3CCN(c4ccccc4)CC3)n2)cc1 | -36 | .
CCC(C)n1c(SCC(=O)Nc2cc(C)on2)nc2ccccc2c1=O (centres undefined) | 3 | .
CCCC1(C(=O)OC)NC(c2ccc(OC)c(OC)c2)C2C(=O)N(c3ccc4c(c3)OCO4)C(=O)C21 (centres undefined) | 7 | 3
COc1nc(OC)nc(N2CCC(C(=O)NCc3ccco3)CC2)n1 | -11 | -17
O=C(O)CCc1nc(-c2ccccc2Cl)no1 | -6 | -12
O=C(NCc1ccccn1)Nc1cccc(NC(=O)NCc2ccccn2)c1 | 2 | -13
CC(NC(=O)C1CCC(=O)N1Cc1ccc(F)cc1)c1ccc2c(c1)OCCO2 (centres undefined) | -61 | 0
Cc1cccc2nc(CSc3nnc4ccccn34)cn12 | -8 | .

Profiles from above. Order of values: RmlCD inh mix, RT RNaseH block
`O=C(NCc1ccccn1)Nc1cccc(NC(=O)NCc2ccccn2)c1` is listed with 2, -13
`Cc1cccc2nc(CSc3nnc4ccccn34)cn12` is listed with -8, .
`Clc1ccc(-c2csc(N3CCN(c4ccccc4)CC3)n2)cc1` is listed with -36, .
`Nc1n[nH]c2c1C1(CCCC1)Cc1ccccc1-2` is listed with 3, .

(more compounds)
SMILES | RmlCD inh mix | RT RNaseH block
CN1CCN(c2ccc([N+](=O)[O-])cc2NC(=O)c2ccccc2Cl)CC1 | -28 | .
O=C(NCCc1cccs1)C1CC(c2c(Cl)cccc2Cl)=NO1 (centres undefined) | -9 | .
Cc1ccc(-c2nc3cc(NC(=O)C(C)C)ccc3o2)cc1 | -29 | 4
O=C(Nc1cnn(Cc2ccc(Cl)cc2)c1)c1ccc([N+](=O)[O-])cc1 | -10 | .
COc1ccc(OC)c(-n2nnnc2SCC(=O)Nc2nc(C)c(C)s2)c1 | 13 | -2
CCCCCc1c(C)nc(N2CCc3ccccc3C2)[nH]c1=O | 19 | 3
Cc1cccc(N2CSC3=C(C#N)C(c4ccc(C)o4)CC(=O)N3C2)c1 (centres undefined) | -24 | 94*
Cc1ccc(-c2nnc3ccc(SCC(=O)N4CCc5ccccc54)nn23)cc1 | 13 | .
C#CCNC(=O)C1=C[C@@H](c2coc3ccccc3c2=O)[C@H](CCCO)[C@@H](OCC)O1 | 10 | .
O=C(O)c1cc(Oc2ccc(C(F)(F)F)cc2Cl)ccc1[N+](=O)[O-] | 5 | .
O=C(Cn1nnc(-c2ccccc2)n1)OC1CCOC1=O (centres undefined) | -1 | -17
COc1ccc2c(C)cc(SCC(=O)Nc3c(C)n(C)n(-c4ccccc4)c3=O)nc2c1 | -6 | .
CN(C(=O)COC(=O)COc1ccccc1F)C1CCS(=O)(=O)C1 (centres undefined) | -12 | 0
Cn1c(=O)c(C(=O)Nc2cccnc2)c(O)c2ccccc21 | . | -13
COc1ccc(C2C(C#N)=C(N)Oc3cc4c(cc32)OCO4)cc1 (centres undefined) | 4 | -23
Cn1c(/N=C/c2c[nH]c3ccccc23)nc2ccccc21 | -8 | -16
N#CCCN1CCN(C(=S)c2ccc(-c3ccc(Cl)c(Cl)c3)o2)CC1 | -15 | -9
O=C(NC1CCCCC1)N1CCN(CCc2ccccc2)CC1 | 7 | -9
CCn1cc(C(=O)NCc2ccc3c(c2)OCO3)c(=O)c2ccc(C)nc21 | . | -3
CNC(=O)N1CCN(C(=O)NC)CC1 | -7 | .
COc1cccc(NC(=O)CCCn2c(=S)[nH]c3ccccc3c2=O)c1 | -8 | .
CCc1ccc(C2NC(C(=O)O)CS2)cc1 (centres undefined) | -6 | .
O=C(CN1CCOCC1)NCCC12CC3CC(CC(C3)C1)C2 | 4 | .
Cc1cc(NC(=O)CCC(=O)N(c2ccccc2)C(C(=O)NC2CCCC2)c2ccccc2)no1 (centres undefined) | -6 | .
CCC1=C(OC(=O)N(CC)CC)N2C(=O)OC(=NCC(=O)OC)[C@]2(C)[C@H]2C1=CC[C@H]1C(=O)NC(=O)[C@H]12 | -6 | .

(next part)
SMILES | RmlCD inh mix | RT RNaseH block
c1ccc2c(c1)CCCN2c1nc2ccccc2n2cnnc12 | 5 | -45
CC(=O)c1cnc2c(C(=O)O)cnn2c1C | 8 | .
O=C(NC1CCCCC1)C(c1ccco1)N(C(=O)c1csnn1)C1CCCC1 (centres undefined) | . | -18
CCN(CC)C(=O)Nc1ccc(C(=O)OC)cc1 | 12 | .
CC(C)COC(=O)C(C#N)c1nc2ccccc2nc1N1CCN(Cc2ccccc2)CC1 (centres undefined) | -2 | 15
COc1ccc(-c2csc(=Nc3c(C)n(C)n(-c4ccccc4)c3=O)n2C(C)(C)C)cc1 | -15 | .
CCOC(=O)c1cccc(NC(=O)CSc2nnnn2CC)c1 | -7 | -8
COc1ccc(-n2c(O)c(Cc3ccccc3)c(=O)n3nc(-c4ccccc4)c(=O)cc23)cc1 | -5 | .
Cc1ccc(Cn2c(CN3CCN(C(=O)c4ccco4)CC3)nc3c2c(=O)n(C)c(=O)n3C)cc1 | . | 1
O=C1CSC(c2ccc(Cl)cc2)N1 (centres undefined) | 8 | .
COc1cc(Cn2c(N)c(C(=O)NCc3ccco3)c3nc4ccccc4nc32)cc(OC)c1OC | -86 | .
Cc1ccccc1NC(=S)NC(NC(=O)N(C)C)C(Cl)(Cl)Cl (centres undefined) | -7 | .
O=c1c(OC2OC(CO)C(O)C(O)C2OC2OC(CO)C(O)C(O)C2OC2OC(CO)C(O)C(O)C2O)c(-c2ccc(O)c(O)c2)oc2cc(O)cc(O)c12 (centres undefined) | 5 | .
CCOC(=O)/C(CCCN(CC)CC)=N\O | 4 | -11
COC(=O)c1ccc(C2=NOC(C)(c3sc(-c4ccc(Cl)cc4)nc3C)C2)cc1 (centres undefined) | -20 | .
Cc1[nH]c2c(C)cccc2c(=O)c1Br | 4 | -7
CCCn1c(SCC(=O)Nc2ccc(OC)cc2)nnc1-c1ccncc1 | 3 | .
COc1ccc(CNC(=O)C2CC(c3ccc(OC)cc3)=NO2)cc1 (centres undefined) | 10 | 1
CCOC(=O)c1c(C)c(C(=O)O)n(C)c1C | -4 | 2
CCCCc1nc2ccccc2c(=O)n1-c1ccccc1[N+](=O)[O-] | 10 | .
COCCCNC(=S)NCCCNc1nc2cc3c(cc2cc1C#N)OCO3 | 22 | .

High-throughput results deposited in PubChem by several laboratories.
